Compound activity as filed in PubChem BioAssay.
IkB signaling: inhibitors of IkB signaling in ABC-DLBCL cells | actives 0.04% (n = 110,000) | ABC-DLBCL IkBa-CBG/CBR dual luciferase ratio, 4 h; response scale: scaled: untreated 0%, proteasome inhibitor 100% | Potency, µM (top dose mostly 57.1 µM), without a hit: at the top dose IkBa stabilization activation | AID 445; active = well fitted curve in the direction sought with a large enough effect in the signal ratio, not every such curve was filed as active; inconclusive = small, poorly fitted or top-dose-only effect, or a change in a side signal; the % refers to the signal ratio;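 note: the direction sought is a rising ratio; 0% = basal untreated cells and 100% = reference inhibitor full response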
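Luminescence ratio of IκBα-fused green versus native red beetle luciferase in OCI-Ly3 cells, 4 h post-doxycycline with compound; red signal alone, scaled from basal (0%) to zero light (-100%), flagged nonspecific or cytotoxic effects.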
p53ts 39C kill: kills p53ts cells at the nonpermissive temperature | H1299-p53A138V viability at 39C, ATP luminescence, 24 h | Potency, µM (series often up to 46.1 µM), for inactives: at the top dose activity change, negative = cell killing, actives largely listed as cytotoxic | actives 1.5% (n = 130,000); note: nearly all actives have a fitted effect of over 55% in size
p53ts 32C kill: p53ts cell cytotoxicity, permissive temperature; Potency, µM (top dose mostly 46.1 µM), inactives show top-dose activity change, negative = cytotoxicity, actives largely listed as cytotoxic; AID 924; actives 0.93% (n = 130,000); H1299-p53A138V at 32C, ATP luminescence viability, 24 h;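 note: 0% = DMSO and -100% = full killing by reference compound; nearly all actives have a fitted effect of over 55% in size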
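Viability by ATPlite luminescence after 24 h compound treatment (up to 46 uM) at the permissive 32C. Cells are H1299 carrying p53 A138V. Scale runs from DMSO basal to 100 uM tamoxifen as full kill; AC50 from Hill fits.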
Peg3 imprint: inducers of genomic imprint erasure in mouse ES cells; mouse ES Peg3-LacZ reporter, beta-gal luminescence, 40 h; Potency, µM (titrated, usually from 60.7 µM), for inactives: at the top dose activity change, positive = activation, usual class: activators; actives 0.02% (n = 110,000);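 note: 0% = negative control wells on the plate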
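Imprint erasure is scored as LacZ activity from the silenced maternal Peg3 allele in feeder-free female ES cells cultured 40 h with LIF. Luminescence is normalized to in-plate negative controls and fitted to the Hill equation.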
An asterisk follows results filed as active; [ ] = dose if it differs, or a comment. Unless noted, calls come from the whole dose curve; as a rule, active = well fitted curve in the direction sought with a large enough effect; inconclusive = small, poorly fitted or top-dose-only effect, or another doubt; inactive = no such curve, though single readings can be large; an effect the other way counts as inactive or inconclusive. Unless noted, % is set by controls: 0 for no effect and ±100 for the full control effect; potency is the fitted concentration of half-maximal effect.

What do the screens show for `COc1ccc(CCNC(=O)C2CCN(c3nn4c(=O)cc(C)nc4s3)CC2)cc1OC`?
IkB signaling: 0.2%; p53ts 39C kill: -2%; p53ts 32C kill: -16%; Peg3 imprint: -8%

What do the screens show for `COc1cc2c(cc1OC)C1=C(C#N)CN(CC(=O)O)CN1CC2`?
IkB signaling: -1.8%; p53ts 39C kill: 7%; p53ts 32C kill: -8%; Peg3 imprint: -15%

What do the screens show for `CCN=C(NCC)SC1CC(=O)N(c2cccc(OC)c2)C1=O` (stereo unspecified)?
IkB signaling: -1.0%; p53ts 39C kill: 5%; p53ts 32C kill: 10%; Peg3 imprint: -8%

Results for Clc1cc(NCc2cccs2)ccc1N1CCOCC1 ?
IkB signaling: 0.6%; p53ts 39C kill: 1%; p53ts 32C kill: -7%; Peg3 imprint: -14%

What do the screens show for `Cc1cccc(CCNC(=O)C2CCCN(S(=O)(=O)c3ccc4c(c3)oc(=O)n4C)C2)c1` (stereo unspecified)?
IkB signaling: 1.6%; p53ts 39C kill: 17%; p53ts 32C kill: 2%; Peg3 imprint: -9%[10.9 µM]

How did O=C(CN1C(=O)C2CCCCN2c2ccc(C(=O)N3CCCC3)cc21)NCc1ccccc1 (stereo unspecified) do in these assays?
IkB signaling: inconclusive; p53ts 39C kill: inconclusive; p53ts 32C kill: 8%; Peg3 imprint: -14%[10.9 µM]

How did O=C1CN(C(=O)CCN2CCOCC2)C(c2ccccc2)c2cc(Br)ccc2N1 (stereo unspecified) do in these assays?
p53ts 39C kill: 9%; p53ts 32C kill: 16%

What do the screens show for `COC(=O)c1c(C)n(-c2ccccc2)c2ccc(O)cc12`?
IkB signaling: inconclusive; p53ts 39C kill: -11%; p53ts 32C kill: 5%; Peg3 imprint: 1%

How did COc1ccc(CCNC(=O)CCc2c(C)nc3cc(-c4ccc(Cl)cc4)nn3c2C)c(OC)c1 do in these assays?
IkB signaling: inconclusive; p53ts 39C kill: -4%; p53ts 32C kill: 9%; Peg3 imprint: 22%[10.9 µM]

Results for Cc1ccccc1CNC(=O)CCSCc1cnn(-c2ccccc2)c1-n1cccc1 ?
IkB signaling: inconclusive; p53ts 39C kill: -8%; p53ts 32C kill: -4%; Peg3 imprint: -13%[10.9 µM]

What do the screens show for `COC1(C)CCC2OC2(C)CCC2C1CC2(C)C` (stereo unspecified)?
p53ts 39C kill: 13%; p53ts 32C kill: 3%; Peg3 imprint: -5%

How did O=C1CCC[C@H]1C(=O)Nc1ccc2ccccc2c1 do in these assays?
IkB signaling: 18%[11.4 µM]; p53ts 39C kill: 0%[9.22 µM]; p53ts 32C kill: 5%[9.22 µM]; Peg3 imprint: -11%[10.9 µM]

Results for COc1ccc(NC(C)=O)cc1NC(=O)C1(c2cccs2)CCOCC1 ?
IkB signaling: -0.8%; p53ts 39C kill: -17%; p53ts 32C kill: 5%; Peg3 imprint: -7%[10.9 µM]

What do the screens show for `COc1ccc(CCNC(=O)C2CCCN2C(=O)Nc2cccc(C(C)=O)c2)cc1OC` (stereo unspecified)?
IkB signaling: 3.8%; p53ts 39C kill: -1%; p53ts 32C kill: 4%; Peg3 imprint: -4%

What do the screens show for `CCc1nnc(NC(=O)C(C)N2C(=O)C3C4C=CC(C4)C3C2=O)s1` (stereo unspecified)?
IkB signaling: -1.7%; p53ts 39C kill: -13%; p53ts 32C kill: -8%; Peg3 imprint: -9%

Results for Cc1onc(-c2ccccc2)c1C(=O)Nc1sc2c(c1C(N)=O)CCC2 ?
IkB signaling: inconclusive; p53ts 39C kill: -18%; p53ts 32C kill: 5%; Peg3 imprint: -16%

How did O=C(CSc1nc2ccccc2c(=O)n1Cc1ccc(C(=O)NC2CC2)cc1)NCc1ccco1 do in these assays?
IkB signaling: 2.6%; p53ts 39C kill: -13%; p53ts 32C kill: -23%; Peg3 imprint: 0%

How did CCn1ccc2c(OCC(=O)Nc3ccc(OC)cc3OC)cccc2c1=O do in these assays?
IkB signaling: inconclusive; p53ts 39C kill: -15%; p53ts 32C kill: 1%; Peg3 imprint: -10%[10.9 µM]

Results for CCCc1[nH][nH]c(=O)c1C(c1ccccc1)C(C#N)C#N (stereo unspecified) ?
IkB signaling: inconclusive; p53ts 39C kill: 1%; p53ts 32C kill: 11%; Peg3 imprint: -3%

Results for CCCCCn1c(CN2CCN(CCO)CC2)nc2c1c(=O)n(C)c(=O)n2C ?
IkB signaling: -2.4%; p53ts 39C kill: 8%; p53ts 32C kill: -25%; Peg3 imprint: -18%

Results for CCCCN(CC)CCNC(=O)Cn1cnc2sc(C)c(S(=O)(=O)N3CCN(c4ccccc4OC)CC3)c2c1=O ?
IkB signaling: inconclusive; p53ts 39C kill: 25%; p53ts 32C kill: -9%; Peg3 imprint: 15%[10.9 µM]

What do the screens show for `C=CCNC(=O)C(C)N1C(=O)c2ccccc2C1=O` (stereo unspecified)?
IkB signaling: -2.9%; p53ts 39C kill: 4%; p53ts 32C kill: 7%; Peg3 imprint: 0%

Results for CNc1ncnc(Sc2nc(N)nc3nc[nH]c23)c1[N+](=O)[O-] ?
IkB signaling: 5.3%[11.4 µM]; p53ts 39C kill: inconclusive; p53ts 32C kill: -26%[9.22 µM]; Peg3 imprint: -22%[10.9 µM]

What do the screens show for `CCOc1cc(S(=O)(=O)NCCN2CCOCC2)c(C)cc1C`?
IkB signaling: 0.7%; p53ts 39C kill: 11%; p53ts 32C kill: 6%; Peg3 imprint: -27%

Random excerpt: 5 entries already listed.
Results for Cc1onc(-c2ccccc2)c1C(=O)Nc1sc2c(c1C(N)=O)CCC2 ?
IkB signaling: inconclusive; p53ts 39C kill: -18%; p53ts 32C kill: 5%; Peg3 imprint: -16%

Results for COc1ccc(NC(C)=O)cc1NC(=O)C1(c2cccs2)CCOCC1 ?
IkB signaling: -0.8%; p53ts 39C kill: -17%; p53ts 32C kill: 5%; Peg3 imprint: -7%[10.9 µM]

What do the screens show for `COc1ccc(CCNC(=O)C2CCCN2C(=O)Nc2cccc(C(C)=O)c2)cc1OC` (stereo unspecified)?
IkB signaling: 3.8%; p53ts 39C kill: -1%; p53ts 32C kill: 4%; Peg3 imprint: -4%

How did O=C(CSc1nc2ccccc2c(=O)n1Cc1ccc(C(=O)NC2CC2)cc1)NCc1ccco1 do in these assays?
IkB signaling: 2.6%; p53ts 39C kill: -13%; p53ts 32C kill: -23%; Peg3 imprint: 0%

What do the screens show for `CCc1nnc(NC(=O)C(C)N2C(=O)C3C4C=CC(C4)C3C2=O)s1` (stereo unspecified)?
IkB signaling: -1.7%; p53ts 39C kill: -13%; p53ts 32C kill: -8%; Peg3 imprint: -9%

Further compounds
Results for COc1cc2[nH]c(=S)n(CCN3CCCCC3C)c(=O)c2cc1OC (stereo unspecified) ?
IkB signaling: 1.1%; p53ts 39C kill: -4%; p53ts 32C kill: -7%; Peg3 imprint: 2%

Results for Cc1ccn2c(Nc3ccc4c(c3)OCO4)c(-c3ccco3)nc2c1 ?
IkB signaling: inconclusive; p53ts 39C kill: -27%; p53ts 32C kill: inconclusive; Peg3 imprint: -5%[10.9 µM]

What do the screens show for `O=C(CCN(CCO)Cc1ccccc1)Nc1ccc(Br)cc1`?
IkB signaling: 3.5%; p53ts 39C kill: -12%; p53ts 32C kill: -4%; Peg3 imprint: -15%

How did N#Cc1c2c(c(=S)n(-c3ccccc3)c1N)CCCC2 do in these assays?
IkB signaling: 8.2%; p53ts 39C kill: -3%; p53ts 32C kill: -6%; Peg3 imprint: -17%

Results for CCSc1nnc(NC(=O)c2cccs2)s1 ?
IkB signaling: inconclusive; p53ts 39C kill: inconclusive; p53ts 32C kill: inconclusive; Peg3 imprint: -56%[inhibitor]

Results for O=C(c1coc2ccc(O)c(CN3CCOCC3)c12)C1CC1 ?
IkB signaling: 12%; p53ts 39C kill: 2%; p53ts 32C kill: -1%; Peg3 imprint: -17%

How did O=C(COC(=O)C1CC(=O)N(C2CCCCC2)C1)c1ccc(F)cc1 (stereo unspecified) do in these assays?
IkB signaling: 0.4%; p53ts 39C kill: 17%; p53ts 32C kill: -4%; Peg3 imprint: -3%

What do the screens show for `C[C@@H](C(=O)NCc1ccc(S(C)(=O)=O)cc1)[C@H]1C[C@]1(C)[C@H](NC(=O)OCc1ccccc1)c1ccccc1`?
p53ts 39C kill: 12%; p53ts 32C kill: 16%; Peg3 imprint: -13%

How did CO[C@H]1COC(=O)[C@H](C)COC(=O)C/C=C\[C@@H](C)[C@H](OC)COC(=O)C/C=C\[C@@H]1C do in these assays?
p53ts 39C kill: 1%[9.22 µM]; p53ts 32C kill: -6%[9.22 µM]

Results for CNC(=O)c1cc2cc(Cl)cc(OC)c2oc1=O ?
IkB signaling: -1.1%; p53ts 39C kill: 3%; p53ts 32C kill: 3%; Peg3 imprint: 1%

What do the screens show for `O=c1c(/C=N/O)c(Nc2ccccc2)nc2ccccn12`?
IkB signaling: -5.1%; p53ts 39C kill: 7%; p53ts 32C kill: 6%; Peg3 imprint: -6%

How did O=C(NCc1ccccc1)C(=O)NCC(c1cccs1)S(=O)(=O)c1ccccc1 (stereo unspecified) do in these assays?
IkB signaling: -2.4%; p53ts 39C kill: -14%; p53ts 32C kill: 5%; Peg3 imprint: 11%[10.9 µM]

What do the screens show for `O=C1C=CC2=C3c4cc(O)c(O)cc4C[C@]3(O)COC2=C1`?
p53ts 39C kill: 68%[activator]; p53ts 32C kill: -2%; Peg3 imprint: -38%[inhibitor]

How did Cc1csc(Sc2nc3c(c(=O)[nH]c(=O)n3C)n2CCCc2ccccc2)n1 do in these assays?
IkB signaling: 1.5%; p53ts 39C kill: 0%; p53ts 32C kill: -1%; Peg3 imprint: 2%

How did NNC(=O)Cc1cccnc1 do in these assays?
IkB signaling: -1.2%[11.4 µM]; p53ts 39C kill: -6%[9.22 µM]; p53ts 32C kill: -5%[9.22 µM]; Peg3 imprint: -5%[10.9 µM]

What do the screens show for `O=C(Nc1ccc(Cl)c(-c2nc3ccccc3o2)c1)c1cccc2c(Cl)cccc12`?
IkB signaling: -0.5%; p53ts 39C kill: 14%; p53ts 32C kill: -5%; Peg3 imprint: -4%[10.9 µM]

Results for COc1cc(C)c(Br)cc1S(=O)(=O)N1CCOCC1 ?
IkB signaling: 0.3%; p53ts 39C kill: 17%; p53ts 32C kill: -1%; Peg3 imprint: 6%

What do the screens show for `COCCCNc1ncnc2c1cnn2-c1ccc(C)cc1C`?
IkB signaling: -3.6%; p53ts 39C kill: -2%; p53ts 32C kill: -5%; Peg3 imprint: -1%

Results for CCOCC(=O)Nc1ccc(S(=O)(=O)NCCc2ccccc2)cc1 ?
IkB signaling: -0.3%; p53ts 39C kill: -4%; p53ts 32C kill: 1%; Peg3 imprint: -6%

Results for COc1ccc(CCN(C(=O)c2cccc(F)c2)C2CC(=O)N(c3ccccc3)C2=O)cc1 (stereo unspecified) ?
p53ts 39C kill: -5%; p53ts 32C kill: -5%

Results for COc1ccc(CN(Cc2ccco2)c2cnc(S(C)(=O)=O)nc2C(=O)Nc2ccc(C)c(Cl)c2)cc1 ?
IkB signaling: -1.5%; p53ts 39C kill: 1%; p53ts 32C kill: 6%; Peg3 imprint: -10%[10.9 µM]

Results for Nc1c(S(=O)(=O)c2cccs2)c2nc3ccccc3nc2n1Cc1cccs1 ?
IkB signaling: inconclusive; p53ts 39C kill: -2%; p53ts 32C kill: -6%; Peg3 imprint: -7%

What do the screens show for `O=C(NCCCN1CCOCC1)c1cc2cc(Cl)cc(Cl)c2oc1=O`?
IkB signaling: -0.7%; p53ts 39C kill: 13%; p53ts 32C kill: -6%; Peg3 imprint: -9%

Results for CC(=O)N[C@H](CC(C)C)C(=O)O ?
p53ts 39C kill: -5%; p53ts 32C kill: -3%; Peg3 imprint: 0%

Results for CCC(=O)Nc1cccc(OCc2cc(=O)n3cc(C)ccc3n2)c1 ?
IkB signaling: inconclusive; p53ts 39C kill: inconclusive; p53ts 32C kill: inconclusive; Peg3 imprint: -9%[10.9 µM]

Results for COc1cc2c(=O)n(Cc3ccccc3)c(=O)n(CC(=O)C(C)(C)C)c2cc1OC ?
IkB signaling: 0.2%; p53ts 39C kill: 2%; p53ts 32C kill: -6%; Peg3 imprint: -6%

Results for Cc1cccc(NC(=O)Cn2c(=O)n(CC3CCC(C(=O)NCCc4ccccc4)CC3)c(=O)c3ccccc32)c1C (stereo unspecified) ?
IkB signaling: 4.1%; p53ts 39C kill: -4%; p53ts 32C kill: 16%; Peg3 imprint: 1%[10.9 µM]
